Source: PubChem BioAssay
All columns: NCI-60 one-dose screen, growth in % after 48 h at 10 µM unless noted; 100 = growth as untreated, 0 = no growth, -100 = all killed.
PC-3: PC-3 prostate cancer cells; 80,000 tested, 3.9% active
CAKI-1: CAKI-1 renal cancer; 75,000 tested, 4.7% active; AID 1794772
RXF 393: RXF 393 renal cancer cells | AID 1794773 | 77,000 tested, 6.9% active
TK-10: TK-10 renal cancer cells; 81,000 tested, 3.9% active; AID 1794769
786-0: 786-0 renal cancer cells; 81,000 tested, 5.1% active
SN12C: SN12C renal cancer cells; 81,000 tested, 3.8% active; AID 1794767
ACHN: ACHN renal cancer; AID 1794771; 81,000 tested, 4.9% active
UO-31: UO-31 renal cancer. 81,000 tested, 5.2% active
A498: A498 renal cancer cells | AID 1794774 | 76,000 tested, 5.4% active
* hit, by the source's call; / = no result given; & = joins results of further samples; [ ] = dose if it differs, or a comment. How the source made its calls: active means growth percent below 10; inactive means the rest.

SMILES | PC-3 | CAKI-1 | RXF 393 | TK-10 | 786-0 | SN12C | ACHN | UO-31 | A498
Cn1c2nc3ccccc3c-2nc2ccccc21 | 100&95 | 94&74 | 91&91 | 109&113 | 94&97 | 88&95 | 79&94 | 48&72 | 80&46
NC(=S)c1ccc(OCCCc2ccccc2)cc1 | 100 | 100 | 93 | 96 | 98 | 100 | 104 | 95 | 82
CCCCNC(=O)NS(=O)(=O)c1ccc(N2N=C(c3ccc(C(C)(C)C)cc3)CCC2=O)cc1 | 96 | 98 | 94 | 108 | 111 | 99 | 97 | 77 | 54
O=C1c2cc3c(cc2-c2c1c1cc(F)c(F)cc1c(=O)n2C[C@H](O)CO)OCO3 | 8.6* | -4.9* | -52* | -28* | -21* | -13* | -62* | -57* | -79*
COC(=O)CCc1ccc(N)cc1 | 100 | 108 | 172 | 104 | 102 | 100 | 103 | / | 109
N#Cc1c(-c2ccccc2)cc(-c2ccccc2)n(CCCCCCC(=O)NO)c1=O | 60 | 54 | 86 | 56 | 94 | 84 | 52 | 44 | 72
COc1cc(C2NCc3c(nc4c(c(C)nn4-c4ccccc4)c3-c3ccc(Cl)cc3)N2)cc(OC)c1OC (configuration not stated) | 63 | 95 | 100 | 88 | 87 | 108 | 103 | 98 | 82
COc1ccc(/C=C2\Oc3cc(OCCN4CCC(Cc5ccccc5)CC4)ccc3C2=O)c(OC)c1 | 85 | 79 | 81 | 105 | 88 | 96 | 110 | 66 | 81
O=C(N/N=C/c1ccc(Br)cc1)c1ccc(-n2cc(-c3ccccc3)nn2)cc1 | 87 | 88 | 99 | 124 | 102 | 96 | 100 | 92 | 108
CCCCC[n+]1ccc(SCC(=O)N(C)c2ccccc2OC(F)(F)F)c2ccccc21 | 90 | 99 | / | 105 | 98 | 94 | 106 | 90 | 93
CC1SC(c2ccccc2O)N(NC(=O)CCC(=O)c2nc3ncccc3[nH]2)C1=O (configuration not stated) | 92 | 80 | 96 | 103 | 90 | 101 | 97 | 67 | 91
CC(C)C1=C[C@@]23CC[C@@H]4[C@](C)(CCC[C@]4(C)C(=O)N4CCCC4)[C@H]2C[C@@H]1[C@H]1C(=O)CCC(=O)[C@H]13 | 51 | 94 | / | 114 | 92 | 94 | 93 | 71 | 131
CCOC(=O)c1c(C)nc2c(c1N)C(=O)C(=O)N2Cc1ccccc1 | 53 | 80 | 89 | 81 | 51 | 76 | 69 | 52 | 59
COc1cc(-c2nn(-c3cccc(NC(=O)CCN4CCN(Cc5ccccc5)CC4)c3)cc2-c2ccncc2)ccc1Cl | 7.1* | / | -51* | 26 | -60* | 42 | 24 | 16 | -8.4*
CS(=O)(=O)c1nccc(-c2c(-c3cccc(OCCN4CCCC4)c3)nc3sccn23)n1 | 77 | 86 | 108 | / | 103 | 94 | 91 | 70 | 61
COc1ccc(CN2CCc3c(Cl)nc(N)nc3C2=O)c(OC)c1 | 12[100 µM] | 23[100 µM] | -20*[100 µM] | 22[100 µM] | 20[100 µM] | 17[100 µM] | 32[100 µM] | 28[100 µM] | 36[100 µM]
Cc1ccc(Sc2nnc(/N=C3\C(=O)Nc4ccccc43)s2)cc1 | 100 | 86 | 120 | 104 | 100 | 97 | 97 | 90 | 94
FC(F)(F)c1cc(-c2ccc(C3Nc4ccccc4-n4cccc43)o2)cc(C(F)(F)F)c1 (configuration not stated) | 72 | 60 | 96 | 103 | 98 | 90 | 75 | 57 | 84
O=[N+]([O-])c1cc2c(cc1Br)C1C(C3C2C(Cl)(Cl)C(Cl)=C(Cl)C3(Cl)Cl)C(Cl)(Cl)C(Cl)=C(Cl)C1(Cl)Cl (configuration not stated) | 85 | 91 | 97 | 103 | 90 | 99 | 102 | 74 | 111
N#Cc1c(-c2ccccc2)nc(SCc2nc3cc(Cl)c(Cl)cc3[nH]2)[nH]c1=O | 104 | 94 | 117 | 106 | 103 | 113 | 108 | 81 | 122
O=C(CSc1nc(-c2ccccc2)cn1-c1ccc(Cl)cc1)c1ccc(Cl)cc1 | 94 | 101 | 114 | 107 | 101 | 106 | 95 | 87 | 111
CCOc1ccc(N2C(=O)C(=O)C(C#N)(c3nc4ccccc4o3)C(=O)C2=O)cc1 | 94 | 104 | 112 | 116 | 110 | 113 | 105 | 101 | 136
c1ccc(-c2onc3ccc(-n4nncc4C4CCCO4)cc23)cc1 (configuration not stated) | 91 | 99 | 106 | 109 | 103 | 96 | 103 | 81 | 93
C=CCSc1ccc(C)cc1 | 87 | 85 | 120 | 101 | 98 | 102 | 106 | 69 | 100
CC(=O)C1(c2ccccc2)Oc2ccccc2-n2c(C#N)c3ccccc3c2C1=O (configuration not stated) | 78 | 91 | / | / | 98 | 95 | 96 | 82 | 99
Continuation:
SMILES | PC-3 | CAKI-1 | RXF 393 | TK-10 | 786-0 | SN12C | ACHN | UO-31 | A498
CCNCc1c(-c2cccc(OC(F)(F)F)c2)[nH]c2ccc(N3CCCC3)cc2c1=O | 15 | -9.1* | -9.0* | 90 | 28 | 28 | 34 | 32 | -14*
C[N+]1(C2CC3CCC2C3=O)CCOCC1 (configuration not stated) | 96 | 97 | 99 | 102 | 98 | 104 | 101 | 91 | 96
CCOC(=O)C(=CNC(=S)Nc1c(CC)cccc1C(C)(C)C)C(=O)OCC | 89 | 97 | 104 | 104 | 96 | 98 | 102 | 97 | 91
COc1ccc(-c2nc(N/N=C/c3ccc(OC)c(O)c3)nc(N3CCOCC3)c2C#N)cc1 | 77 | 74 | 36 | 107 | 96 | 80 | 87 | 59 | 99
COc1ccc(/C=c2\nc3n(-c4ccccc4)c4nnc(NN)n4n-3c2=O)cc1 | 91 | 81 | 114 | 141 | 102 | 94 | 96 | 68 | 90
CCc1c(C(=O)N[C@@H]2c3cc(Cl)ccc3CC[C@H]2O)[nH]c(C)c1C(C)=O | 40 | 47 | 67 | 66 | 70 | / | 57 | 46 | 74
COc1ccc(/C=C/C(=O)c2nnn(-c3ccc(C(=O)O)cc3)c2C)cc1 | 98 | 94 | 109 | 99 | 106 | 98 | 101 | 88 | /
O=C(CN1C(=O)S/C(=C\c2ccc(Cl)cc2)C1=O)Nc1ccc(C(=O)/C=C/c2cc3ccccc3nc2Cl)cc1 | 87 | 80 | 108 | 94 | 94 | 91 | 94 | 74 | 102
Cc1cc(=O)n2c(C(=O)N/N=C/c3ccccn3)nn(-c3ccc(S(N)(=O)=O)cc3)c2n1 | 103 | 91 | 107 | 90 | 93 | 100 | 103 | 86 | 91
CC(C)(C)C(=O)/C=c1/[nH]c(=O)/c(=C/c2ccc(O)cc2)s1 | 90 | 91 | 107 | / | 78 | 96 | 88 | 80 | 88
Cc1cc(=O)oc2c1ccc1oc(C(=O)c3ccccc3)c(C)c12 | 86 | 77 | 100 | 113 | 100 | 71 | 77 | 100 | 83
O=C1S/C(=C\c2ccccn2)C(=O)N1Cc1cc2ccccc2nc1Cl | 94 | 97 | 108 | 110 | 111 | 106 | 109 | 95 | 110
O=C1c2ccccc2C(=O)c2cc(SC(=S)N3CCCC3)c(Cl)cc21 | 83 | 84 | 116 | 130 | 106 | 97 | 98 | 62 | 102
CCOC(=O)N/N=C/c1ccc([N+](=O)[O-])o1 | 88 | 112 | 101 | 107 | 113 | 96 | 108 | 85 | 99
COc1cccc(/C=C2/CCCC/C(=C\c3cccc(OC)c3OC)C2=O)c1OC | 92 | 88 | 105 | 118 | 104 | 102 | 101 | 100 | 92
COc1ccc2c(c1)oc1c3[nH]c4ccccc4c3c3c(c21)C(=O)NC3=O | 85 | 71 | / | 119 | 100 | 98 | 83 | 60 | 57
COc1cc(CNC(=O)/C=C/c2ccccc2)ccc1OCc1cn(-c2ccc(C#N)cc2)nn1 | 85 | 78 | / | 102 | 94 | 90 | 80 | 88 | 97
O=[N+]([O-])c1ccc(-c2cc(-c3ccc(Nc4nc(Nc5ccc(Cl)cc5)nc(Nc5ccc(Cl)cc5)n4)cc3)no2)cc1 | 74 | 115 | 72 | 105 | 90 | 98 | 95 | 79 | 88
O=C(O)c1cccc2cccc(-c3c4ccc(=O)c(O)c-4oc4c(O)c(O)ccc34)c12 | 92 | 90 | 94 | 110 | 99 | 91 | 92 | 67 | 104
O=C(O)CCCC1CCCc2ccccc21 (configuration not stated) | 90 | / | 124 | 108 | 102 | 99 | 101 | 75 | 83
COc1ccc(C2CCN(Cc3ccccc3)CCO2)cc1 (configuration not stated) | 103 | 105 | 99 | 96 | 102 | 102 | 99 | 87 | 105
Nc1nc(/C=C\c2ccccc2)cc(-c2cc(/C=C\c3ccccc3)nc(N)n2)n1 | 101 | 85 | 102 | 111 | 101 | 97 | 102 | / | 115
N=C(N)NCCC[C@@H]1NC(=O)c2ccc(nc2)-c2ccc(cn2)NC(=O)CCNC(=O)[C@H](CCCNC(=N)N)NC(=O)[C@H](CCCNC(=N)N)NC(=O)[C@H](CCCNC(=N)N)NC(=O)c2ccc(nc2)-c2ccc(cn2)NC(=O)CCNC(=O)[C@H](CCCNC(=N)N)NC(=O)[C@H](CCCNC(=N)N)NC1=O | 74[5 µM] | 101[5 µM] | 105[5 µM] | 109[5 µM] | 101[5 µM] | 91[5 µM] | 100[5 µM] | 70[5 µM] | 106[5 µM]
CC(C)c1ccc(CNCC(O)c2ccccc2)cc1 (configuration not stated) | 103 | 97 | 108 | 116 | 102 | 98 | 97 | 98 | 89
O=c1c(F)cn(Cc2ccccc2CCl)c(=O)n1Cc1ccccc1CCl | / | -84* | -31* | -31* | -55* | -27* | -82* | -80* | 76

A draw from above in order of length of the SMILES, falling:
SMILES | PC-3 | CAKI-1 | RXF 393 | TK-10 | 786-0 | SN12C | ACHN | UO-31 | A498
CCNCc1c(-c2cccc(OC(F)(F)F)c2)[nH]c2ccc(N3CCCC3)cc2c1=O | 15 | -9.1* | -9.0* | 90 | 28 | 28 | 34 | 32 | -14*
COc1ccc(/C=C/C(=O)c2nnn(-c3ccc(C(=O)O)cc3)c2C)cc1 | 98 | 94 | 109 | 99 | 106 | 98 | 101 | 88 | /
CC(C)(C)C(=O)/C=c1/[nH]c(=O)/c(=C/c2ccc(O)cc2)s1 | 90 | 91 | 107 | / | 78 | 96 | 88 | 80 | 88
O=C1c2ccccc2C(=O)c2cc(SC(=S)N3CCCC3)c(Cl)cc21 | 83 | 84 | 116 | 130 | 106 | 97 | 98 | 62 | 102
O=C1S/C(=C\c2ccccn2)C(=O)N1Cc1cc2ccccc2nc1Cl | 94 | 97 | 108 | 110 | 111 | 106 | 109 | 95 | 110
COc1ccc(C2CCN(Cc3ccccc3)CCO2)cc1 (configuration not stated) | 103 | 105 | 99 | 96 | 102 | 102 | 99 | 87 | 105
O=C(O)CCCC1CCCc2ccccc21 (configuration not stated) | 90 | / | 124 | 108 | 102 | 99 | 101 | 75 | 83

Further compounds.
SMILES | PC-3 | CAKI-1 | RXF 393 | TK-10 | 786-0 | SN12C | ACHN | UO-31 | A498
COC(=O)[C@@H]1[C@H]2C[C@H]3c4[nH]c5cc(OC)ccc5c4CCN3C[C@@H]2C[C@H](OC(=O)/C=C/c2ccnc(OC)c2)[C@H]1OC | 76 | / | 92 | 87 | 91 | 99 | 66 | 68 | 79
O=C(O)COc1cccc2ccccc12 | 93 | 103 | 110 | 103 | 109 | 109 | 106 | 89 | 94
CCOc1ccc2nc(N(Cc3ccncc3)C(C)=O)sc2c1 | 100 | 87 | 100 | 98 | 95 | 101 | 100 | 90 | 62
COc1ccc(/C=C/C(=O)c2c(OC)cc(OC)c(OC)c2O)cc1 | 71 | 61 | 76 | 91 | 98 | 90 | 83 | 63 | /
CC(=O)Nc1cc(N2CCOCC2)c2nc(NC(=O)c3[nH]c(C)c(Cl)c3Cl)sc2c1 | 64 | 93 | 19 | 112 | 44 | 50 | 49 | 58 | 96
O=C1OC(=O)c2c1cc1ccccc1c2-c1ccccc1 | 96 | 100 | 114 | 108 | 105 | 96 | 95 | 85 | 108
CCCCC1CCC(=O)O1 (configuration not stated) | 99 | 101 | 124 | 105 | 102 | 108 | 108 | 93 | 99
C[C@@]1([N+](=O)[O-])CC2C=CC1C2 (some centres not stated) | 103 | 100 | 110 | 107 | 92 | 102 | 102 | 83 | 70
NC1N=C(SCC(=O)N2CCN(c3cc4c(cc3F)c(=O)c(C(=O)O)cn4C3CC3)CC2)NC(=O)/C1=C/c1ccc(Br)cc1 (configuration not stated) | 101 | 89 | 104 | 101 | 103 | 98 | 104 | 90 | 107
Cc1cc(=O)cc(S)[nH]1 | 93 | 93 | 100 | 106 | 91 | 100 | 97 | 81 | 90
CCN1C(=O)N(CC)C2C1NN=c1s/c(=C\c3ccccc3)c(=O)n12 (configuration not stated) | 24 | 27 | 32 | 66 | 25 | 26 | 30 | 38 | 9.7*
C=C(C)COc1ccc(Br)cc1 | 103 | 110 | 120 | 123 | 110 | 98 | 110 | 95 | 121
NC(=O)c1n[nH]c(=S)[nH]c1=O | 100 | 55 | / | 115 | 108 | 92 | 108 | 87 | 122
CC(c1cccs1)N(C)Cc1nc(N)c2ccccc2n1 (configuration not stated) | / | 98 | 117 | 100 | 113 | 103 | 100 | 82 | 101
CCOC(=O)c1nc2c(Cl)cc(Cl)cn2c1C(=O)c1ccc(Br)cc1 | 79 | 68 | 75 | 80 | 58 | 80 | 53 | 74 | 73
Cc1cccc(C)c1NC(=O)NCc1ccco1 | / | 106 | 118 | 108 | 101 | 116 | 101 | 102 | 123
O=S(=O)(c1ccc(NCn2ccnc2)cc1)c1ccc(NCn2ccnc2)cc1 | 91 | 94 | 121 | 104 | 98 | 113 | 101 | 80 | 111
CC1(C)CC(=O)C(C(N)=O)C(=O)C1 | 112 | / | 108 | 91 | 95 | 111 | / | 94 | 115
